Screening data as filed in PubChem BioAssay.
GlmU inhibition – inhibition of mycobacterial GlmU enzyme – biochemical, glucosamine-1-phosphate acetyltransferase (AID 1376); M. tuberculosis GlmU acetyltransferase enzyme assay; higher % means a stronger effect; inhibition, %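 (tested at 30 µM in the primary screen)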, or IC50 in µM where a hit was titrated; 220,000 tested, 0.25% active; in the data active = inhibition above about 13%;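 also: 0% = complete reaction with vehicle and 100% = reaction without substrate; strong numbers were not always called active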
Mtb RmlCD inh – blocks M. tuberculosis RmlC and RmlD coupled enzymes. P9WH09+P9WH11. RmlC+RmlD coupled enzyme assay, percent inhibition; primary screen in compound mixtures. inhibition, % at 3.6 µM. 160,000 tested, 0.03% active; in the data active = inhibition mostly above about 34%, no sharp cut-off; also: some results filed as inactive read as strong as hits
Numbers without * were called inactive; . = not tested or not shown. A portion of the library (hit frequency here may not be typical).

SMILES | GlmU inhibition | Mtb RmlCD inh
Cc1cc(C)c(OCC(O)CN2CCN(c3ccccn3)CC2)c(C)c1 (centres undefined) | -7.5% | -11.9
O=Cc1cccc(Oc2ncccn2)c1 | 1.5% | 5.6
COc1ccc(-n2nc(C(=O)NCC(=O)N3CCN(c4ccccn4)CC3)c3ccccc3c2=O)cc1 | 5.1% | .
Cc1cc(C)n2c(SCC(=O)Nc3ccc(F)cc3)nnc2n1 | 0.6% | 4.1
CCN(CC)S(=O)(=O)c1cc(C(=O)Nc2cc(Cl)ccc2N2CCN(C)CC2)ccc1Cl | -2.9% | 3.9
Cc1cc(C(=O)CSc2nnc(-c3ccccc3)n2Cc2ccc3c(c2)OCO3)c(C)n1C | -0.9% | .
N#CC1=C(N)N(c2ccccc2Sc2ccccc2)C(=O)C1 | 10.1% | 3.0
COc1ccccc1N1CCN(C(=O)C(=O)N/N=C/c2cccc(O)c2)CC1 | 0.3% | 2.9
COC(=O)c1cc(OC)c(OC)cc1NC(=O)Nc1ccc(OC)cc1 | 0.1% | -1.1
COc1ccc(-n2ccnc2SCC(=O)NC2CCCC2)c(OC)c1 | 1.4% | -3.1
Cc1cc([N+](=O)[O-])nn1CC(=O)Nc1ccc(Cc2ccncc2)cc1 | 1.7% | -12.9
CCNC(=S)N1CCN(CCN2C(=O)c3cccc4cccc(c34)C2=O)CC1 | -2.5% | 0.0
CC(=O)Nc1cc(OC(C)=O)c2nonc2c1OC(C)=O | -1.2% | .
O=C(CN1CCOCC1)N1CCN(c2ccc3ccccc3n2)CC1 | -6.4% | .
CC1CCCN(C(=O)CN2CCN(C(=O)c3ccco3)CC2)C1 (centres undefined) | 5.1% | 10.0
NC(=S)Nn1c(-c2ccccc2)nc2ccccc2c1=O | -1.0% | 2.3
O=C(CSc1nnc(-c2ccc(Cl)cc2)n1Cc1ccco1)NCc1ccc2c(c1)OCO2 | 0.9% | 3.8
CCOC(=O)C1=C(C)Nc2ncnn2C1/C=C/c1ccccc1 (centres undefined) | 1.6% | 11.3
C[C@@H](O)[C@@H]1NC(=O)c2cc([N+](=O)[O-])cc(I)c2NCC[C@@H](C(N)=O)NC(=O)CNC1=O | -0.1% | .
CC1CC(Nc2ccccc2)=NC1(C)C (centres undefined) | -3.1% | -8.7
S=C1NC2(CCCCC2)NN1c1ccccc1 | 0.5% | .
O=C(CNC(=O)c1ccco1)NCC(=O)OCc1ccc(C(=O)Oc2ccc(Cl)cc2)cc1 | 3.2% | .
CNC(=O)C1CCC(=O)N1Cc1ccccc1Cl (centres undefined) | 4.7% | 6.8
COC(=O)c1sc(NC(=S)NC(=O)c2ccc(C)cc2)nc1C | -2.9% | -9.2
C/C(=N\N=C(/N)SC1CC(=O)N(c2ccc(Br)cc2)C1=O)c1cccs1 (centres undefined) | 3.9% | -3.7
O=C(NNc1ccc([N+](=O)[O-])cc1)c1ccccc1Cl | 0.7% | .
Cc1cc(-c2cccs2)c2c(N)c(C(=O)c3ccc4c(c3)OCO4)sc2n1 | 0.2% | 6.1

13 structures out of the list, ordered by count of non-hydrogen atoms, descending:
SMILES | GlmU inhibition | Mtb RmlCD inh
COc1ccc(-n2nc(C(=O)NCC(=O)N3CCN(c4ccccn4)CC3)c3ccccc3c2=O)cc1 | 5.1% | .
O=C(CNC(=O)c1ccco1)NCC(=O)OCc1ccc(C(=O)Oc2ccc(Cl)cc2)cc1 | 3.2% | .
C[C@@H](O)[C@@H]1NC(=O)c2cc([N+](=O)[O-])cc(I)c2NCC[C@@H](C(N)=O)NC(=O)CNC1=O | -0.1% | .
CCNC(=S)N1CCN(CCN2C(=O)c3cccc4cccc(c34)C2=O)CC1 | -2.5% | 0.0
C/C(=N\N=C(/N)SC1CC(=O)N(c2ccc(Br)cc2)C1=O)c1cccs1 (centres undefined) | 3.9% | -3.7
COc1ccc(-n2ccnc2SCC(=O)NC2CCCC2)c(OC)c1 | 1.4% | -3.1
Cc1cc(C)n2c(SCC(=O)Nc3ccc(F)cc3)nnc2n1 | 0.6% | 4.1
N#CC1=C(N)N(c2ccccc2Sc2ccccc2)C(=O)C1 | 10.1% | 3.0
CC(=O)Nc1cc(OC(C)=O)c2nonc2c1OC(C)=O | -1.2% | .
O=C(NNc1ccc([N+](=O)[O-])cc1)c1ccccc1Cl | 0.7% | .
CNC(=O)C1CCC(=O)N1Cc1ccccc1Cl (centres undefined) | 4.7% | 6.8
S=C1NC2(CCCCC2)NN1c1ccccc1 | 0.5% | .
CC1CC(Nc2ccccc2)=NC1(C)C (centres undefined) | -3.1% | -8.7
